FLuc counter: qHTS profiling assay for firefly luciferase inhibitor/activator using purifed enzyme and Km concentrations of substrates (counterscreen for miR-21 project); purified FLuc, Km substrates, luminescence inhibition; Potency, µM (top dose mostly 57.5 µM), inactives show top-dose activity change, negative = inhibition, most hits filed as inhibitors; 360,000 compounds, 6.9% hits;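 further: potency means the concentration at half of the fitted maximal effect; plate controls were vehicle for no effect and reference inhibitor for full effect; nearly all actives have a fitted effect of over 55% in size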
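Purified P. pyralis luciferase (10nM final) with 10uM D-luciferin and 10uM ATP (Km levels) in 50mM Tris acetate pH 7.5, 10mM Mg acetate, 0.01% Tween-20, 0.05% BSA; qHTS 6-point titration, ~60 µM downward; luminescence read.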
Menin MLL FP TR: qHTS Assay for Inhibitors Targeting the Menin-MLL Interaction in MLL Related Leukemias: Competition With Texas Red Labeled MLL-derived Mutant Peptide. O00255. Menin + Texas Red MLL mutant peptide, fluorescence polarization. Potency, µM (series often up to 61.6 µM), without a hit: at the top dose FP activity change, negative = inhibition, usual class: inhibitors. 270,000 compounds, 0.23% hits. AID 1768, 2009; active means well fitted inhibition curve with a large enough effect in the polarisation, with a control signal flat, not every such curve was filed as active; inconclusive means small, poorly fitted or top-dose-only effect, or effect the other way, or a change in a side signal; inactive means no such curve, though single readings can be large or run the other way; the % refers to the polarisation; further: potency means the concentration at half of the fitted maximal effect; % of control where 0% means no effect; many of its hits are not listed in these tables
Target sequence (O00255 whole entry, looked up): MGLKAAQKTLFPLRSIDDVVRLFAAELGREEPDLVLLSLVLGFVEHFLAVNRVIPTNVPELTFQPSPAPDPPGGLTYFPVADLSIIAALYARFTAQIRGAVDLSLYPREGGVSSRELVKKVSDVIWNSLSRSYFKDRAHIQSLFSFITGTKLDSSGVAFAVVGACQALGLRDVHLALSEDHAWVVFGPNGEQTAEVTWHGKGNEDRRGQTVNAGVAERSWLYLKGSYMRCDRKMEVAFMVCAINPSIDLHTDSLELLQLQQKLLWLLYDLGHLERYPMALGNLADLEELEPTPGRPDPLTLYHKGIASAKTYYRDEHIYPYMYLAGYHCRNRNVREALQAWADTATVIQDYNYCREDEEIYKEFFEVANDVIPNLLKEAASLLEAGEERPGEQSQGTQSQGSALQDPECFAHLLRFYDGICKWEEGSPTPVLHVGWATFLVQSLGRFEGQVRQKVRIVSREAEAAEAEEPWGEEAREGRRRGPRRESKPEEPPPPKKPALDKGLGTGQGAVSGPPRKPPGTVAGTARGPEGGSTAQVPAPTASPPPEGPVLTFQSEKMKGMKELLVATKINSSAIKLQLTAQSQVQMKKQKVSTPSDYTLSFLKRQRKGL
Gal4-VP16 FLuc: VP16 counterscreen qHTS for inhibitors of ROR gamma transcriptional activity. Drosophila S2 Gal4-VP16 UAS-luciferase, luminescence, 20 h. 310,000 compounds, 3.5% hits. Potency, µM (top dose mostly 53.6 µM), for inactives: at the top dose activity, negative = inhibition, usual class: inhibitors. AID 2546, 2010;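 further: Gal4-VP16 expression switched on by copper sulfate through the metallothionein promoter; potency means the concentration at half of the fitted maximal effect; on the % scale 0 is the no-effect control and ±100 the full control effect; nearly all actives have a fitted effect of over 50% in size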
RORg inh: qHTS for inhibitors of ROR gamma transcriptional activity; Drosophila S2 Gal4-RORgamma UAS-luciferase reporter, 20 h; Potency, µM (highest dose often 53.6 µM), inactives show at the top dose activity change, negative = inhibition, usual class: inhibitors; 310,000 compounds, 5.4% hits; AID 2551, 2010; further: potency means the concentration at half of the fitted maximal effect; on the % scale 0 is the no-effect control and ±100 the full control effect; nearly all actives have a fitted effect of over 60% in size
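Read-out: Photinus luciferase luminescence; inhibitors lower reporter signal. Insect Schneider cells with Gal4-ROR gamma fusion under metallothionein promoter, UAS reporter; 700 uM final copper sulfate induction, 20 hr, ambient temperature.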
p53 reactivator: qHTS assay for re-activators of p53 using a Luc reporter | H1299 p53-A138V BP100-luciferase reporter, luminescence, 24 h | Potency, µM (highest dose often 92.2 µM), for the others: top-dose activity change, positive = activation, hits mostly activators | 320,000 compounds, 0.063% hits; further: potency means the concentration at half of the fitted maximal effect; % of control where 0% means no effect; nearly all actives have a fitted effect of over 45% in size
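p53-null H1299 cells stably carrying temperature-sensitive p53-A138V and a BP100-luciferase reporter were pinned with compounds (4-point, 1:5 series) and held 24 hrs at 37 deg C. Luminescence was read 10 min after detection reagent.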
BRCA1 expr up: qHTS Assay to Identify Small Molecule Activators of BRCA1 Expression; MCF7-BRCA1-FFLuc reporter, luminescence, 48 h; response scale: scaled: vehicle 0%, 10 µM genistein 100%; Potency, µM (titrated, usually from 46.1 µM), inactives show top-dose activation, actives largely listed as activators; 380,000 compounds, 1.1% hits; AID 624202, 2012; further: potency means the concentration at half of the fitted maximal effect; nearly all actives have a fitted effect of over 80% in size; some results filed as inactive show a strong effect at the top dose
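Cells: MCF7-BRCA1-FFLuc, 2000/well. Exposure: 48 h, 37 °C, 5% CO2. Read: luminescence, 15 min post-substrate. Controls: genistein 10 microM (maximal activation), DMSO (neutral).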
PKM2 activator: qHTS Assay for Activators of Human Muscle isoform 2 Pyruvate Kinase. purified PKM2, Kinase-Glo ATP luminescence, activation; response scale: 0% is enzyme alone, no compound. Potency, µM (doses to about 57.5 µM), for inactives: top-dose activation, actives largely listed as activators. AID 1631, 2009. 260,000 compounds, 0.34% hits; further: potency means the concentration at half of the fitted maximal effect; on the % scale 0 is the no-effect control and ±100 the full control effect; nearly all actives have a fitted effect of over 55% in size
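ATP formation by purified human PK-M2, quantified via coupled luciferase luminescence after 1 h at room temperature with 0.1 mM ADP and 0.5 mM PEP final.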
ELG1 genotoxic: qHTS screen for small molecules that induce genotoxicity in human embryonic kidney (HEK293T) cells expressing luciferase-tagged ELG1; HEK293T ELG1-luciferase reporter, luminescence, 16 h; Potency, µM (series often up to 46 µM), without a hit: at the top dose activity change, positive = activation, actives largely listed as activators; 330,000 compounds, 1.3% hits; AID 504466, 2011; further: potency means the concentration at half of the fitted maximal effect; % of control where 0% means no effect; nearly all actives have a fitted effect of over 60% in size
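After overnight (16 hr) compound treatment at 37 °C, ELG1-luciferase HEK293T cells were lysed with ONE-Glo; luminescence quantified 30 min later at room temperature.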
NPC1 promoter act: qHTS Assay for NPC1 Promoter Activators | Potency, µM (highest dose often 9.22 µM), without a hit: at the top dose activation, actives largely listed as activators | Huh7 NPC1 promoter luciferase reporter, 24 h | 320,000 compounds, 2.4% hits | AID 485313, 2010;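 further: potency means the concentration at half of the fitted maximal effect; % of control where 0% means no effect; nearly all actives have a fitted effect of over 60% in size; reporter is driven by a mutant NPC1 promoter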
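Luminescence read-out of NPC1 promoter-driven luciferase in stably transfected Huh7 cells; compounds delivered in DMSO and left 24 h at 37C, 5% CO2, qHTS titration format.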
Rab9 promoter act: qHTS Assay for Rab9 Promoter Activators; 320,000 compounds, 2.8% hits; Huh7 Rab9 promoter-luciferase reporter, luminescence, 24 h; AID 485297, 2010; Potency, µM (doses to about 9.22 µM), inactives show at the top dose activation, negative = inhibition, actives largely listed as activators; further: potency means the concentration at half of the fitted maximal effect; % of control where 0% means no effect; nearly all actives have a fitted effect of over 60% in size
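Luminescence from Amplite-detected luciferase (10 minutes, ambient) reports Rab9 promoter activation. Before that, stable Rab9-luciferase Huh7 cells (1500/well, reduced-serum OP-MEM I plus 10% FBS) were exposed to compound for 24 hours at 37C.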
Giardia killer: Small Molecules that selectively kill Giardia lamblia: qHTS; Giardia lamblia trophozoite viability; activity change, % at 7.66 µM, hits read low; 340,000 compounds, 0.15% hits; in the data active means activity change below about -80%; inconclusive means between about -30% and that limit;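 further: parasites exposed to compound for two days anaerobically before the ATP read; on the % scale 0 is the no-effect control and ±100 the full control effect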
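Luminescent ATP signal served as the viability read-out, measured 15-30 min after adding ATP detection reagent to trophozoites that had been incubated with compounds for 48 hrs at 37 deg C anaerobically at 100 cells/well.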
The depositor's hits bear a star; ? = inconclusive; / = not tested or not shown; & = joins results of further samples; [ ] = remark or other dose. Unless noted, the call rests on the fitted dose curve; in most records, active means well fitted curve in the direction sought with a large enough effect; inconclusive means small, poorly fitted or top-dose-only effect, or another doubt; inactive means no such curve, though single readings can be large; an effect the other way counts as inactive or inconclusive. The list is partial; rates above refer to the full screens.

Results follow in this order: FLuc counter	Menin MLL FP TR	Gal4-VP16 FLuc	RORg inh	p53 reactivator	BRCA1 expr up	PKM2 activator	ELG1 genotoxic	NPC1 promoter act	Rab9 promoter act	Giardia killer
Cc1ccccc1-n1c(-c2ccco2)nc2ccccc2c1=O
    2%	-4%	-8%	-13%	-6%	0%	3%	-7%	-2%	2%	-2
Cc1c(C(=O)N2CCC3(CC2)OCCO3)oc2ccccc12
    -1%	-24%	-3%	-8%	-2%	23%	-1%	-5%	-2%	-5%	-4
O=C(CNC(=O)c1ccc(Cl)cc1)Nc1ccc(Br)cc1C(=O)c1ccccc1
    -1%	2%	-3%	?	-5%	/	1%	-2%	-2%	-3%	15
CN(C)C(=O)Oc1ccc2oc(=O)cc(-c3cc4ccccc4o3)c2c1
    -1%	8%	-6%	12%	-14%	-13%	-1%	2%	-3%	-3%	-4
C=CC1CN2CCC1CC2c1[nH]c2ccccc2c1CCO (stereo not drawn)
    2%	-5%	-14%	3%	-6%	-1%	-8%	-3%	-1%	-4%	-3
Cc1cc(OCC(=O)N2CCC(C(=O)NCC(C)C)CC2)c2c3c(c(=O)oc2c1)CCCC3
    2%	0%	?	-1%	2%	1%	-5%	-1%	-1%	-2%	-4
CN1C(=O)N(C)C(=O)C(CCc2ccncc2)(CCc2ccncc2)C1=O
    1%	1%	13%	-1%	2%	1%	20%	0%	0%	-5%	-2
CCOc1ccc(C(=O)Nc2nnc(S(=O)(=O)N(C)Cc3ccco3)s2)cc1
    0%	40%[activator]	-11%	25%	10%	0%	/	0%	-2%	3%	-20
CC1(C)OC(c2ccccc2)=C/C(=C/C=C2C(=O)NC(=O)NC2=O)O1
    ?	?	-20%	-18%	2%	-16%	-9%	0%	-1%	-2%	18
Cc1cc(C(=O)N2CCC3(CC2)OCCO3)no1
    1%	16%	1%	12%	13%	-18%	-1%	0%	-4%	6%	-5
Cc1cnc(NC(=O)CN2CCCCC2)s1
    2%	1%	/	/	/	-1%	-4%	3%	-2%	2%	1
COC(=O)c1ccc(CN2CCN(Cc3ccccc3)CC2)cc1
    -1%	-6%	0%	-14%	-6%	-1%	12%	-2%	-4%	-15%	-7
C[n+]1c2cc(N)ccc2cc2ccc(N)cc21
    /	-9%	7.1µM*	?	/	-72%&-58%	/	/	/	/	?
COc1ccc(C(c2c(O)c3ccccc3oc2=O)c2c(C)n(C)n(-c3ccccc3)c2=O)cc1 (stereo not drawn)
    2%	-22%	-16%	4%	-4%	3%	10%	-1%	1%	0%	2
C=CCn1c(O)c(C(C)=NCCC(c2ccccc2)c2ccccc2)c(=O)[nH]c1=O
    2%	-14%	5%	43%	-7%	-57%	-2%	-9%	0%	-1%	-5
CN1CCc2cc3c(cc2[C@H]1[C@@H]1OC(=O)c2c1ccc1c2OCO1)OCO3
    1%	/	/	/	-1%	2%	/	-1%	0%	2%	-10
FC(F)(F)c1ccc(CSc2ccccn2)cc1
    15µM*	/	0%	4%	4%	-1%	17%	2%	1%	7%	-1
CNc1cc(Cl)c2nonc2c1[N+](=O)[O-]
    4%	?	3.5µM*	1µM*	-12%	/	4%	-21%	-51%[inhibitor]	-50%[inhibitor]	7
CCOC(=O)C1=C(N)Oc2ccccc2C12C(=O)N(CC(=O)OC)C(CC(=O)OC)=C2C(=O)OC (stereo not drawn)
    6%	-2%	3%	5%	3%	-3%	12%	0%	-5%	0%	-4
NS(=O)(=O)c1cccc(N2CCNCC2)c1
    0%	14%	-7%	-2%	2%	-15%	-7%	2%	-2%	-19%	-2
Cc1csc(=N)n1Cc1ccccc1
    0%	3%	-8%	6%	2%	-11%	11%	0%	-3%	0%	0
Cn1c(O)c(C=Nc2ccc3c(c2)CCC3)c(=O)n(C)c1=O
    3.4µM*	3%	26%	9%	9%	40%	-4%	3%	15%	?	3
Cc1cc(=O)oc2cc(OCC(=O)N3C[C@H]4C[C@@H](C3)c3cccc(=O)n3C4)ccc12
    1%	-9%	5%	-22%	13%	6%	1%	6%	-3%	-8%	-16
Cc1cc(/C=C2\C(=O)NC(=O)N(Cc3ccco3)C2=O)c(C)n1-c1ccc(O)cc1
    15µM*	?	-12%	7%	-5%	62%	-2%	11%	5%	-10%	2
CCOc1ccc(CN2CCN(C(=O)Cc3ccccc3)CC2)cc1
    -2%	-16%	0%	23%	/	-14%	0%	-3%	2%	6%	27
CC(=O)c1ccc(NC(=O)N2C[C@H]3C[C@@H](C2)c2cccc(=O)n2C3)cc1
    3%	7%	0%	-26%	/	1%	2%	8%	1%	-10%	-7
COc1ccc2c(c1)c(C(=O)O)c(C)n2C(C)C
    7%	-9%	1%	-29%	-1%	-7%	7%	-2%	0%	-3%	-9
O=c1c2ccccc2nc(-c2ccc([N+](=O)[O-])cc2)n1-c1ccccc1
    2%	4%	-1%	1%	-22%	-14%	6%	-2%	2%	-5%	3
COCCn1c(O)c(/C=N/NC(=O)CSC(=S)N2CCCC2)c(=O)[nH]c1=S
    0%	/	/	/	9%	-3%	/	2%	0%	10%	-16
COc1ccc(C2CC(c3c(O)n(CCc4ccccc4)c(=O)[nH]c3=O)=NN2)cc1OC (stereo not drawn)
    19µM*	/	2%	-19%	0%	-35%	0%	-7%	-1%	-7%	24
NS(=O)(=O)c1ccc(-c2ccc(C=C3C(=O)NC(=S)NC3=O)o2)cc1
    ?	?	8%	7%	/	/	16%	0%	-2%	-2%	/
O=C1NC(=O)C2(C(=O)N1)C(c1ccc(F)cc1)NC(=S)NC2c1ccc(F)cc1 (stereo not drawn)
    0%	2%	4%	0%	1%	4%	-1%	1%	-1%	4%	6
CCOP(=O)(OCC)c1ccc(O)cc1
    -1%	-1%	-8%	3%	-2%	-40%	-1%	3%	-6%	-12%	-5

As a short view, part of the list above:
Results follow in this order: FLuc counter	Menin MLL FP TR	Gal4-VP16 FLuc	RORg inh	p53 reactivator	BRCA1 expr up	PKM2 activator	ELG1 genotoxic	NPC1 promoter act	Rab9 promoter act	Giardia killer
Cc1csc(=N)n1Cc1ccccc1
    0%	3%	-8%	6%	2%	-11%	11%	0%	-3%	0%	0
Cn1c(O)c(C=Nc2ccc3c(c2)CCC3)c(=O)n(C)c1=O
    3.4µM*	3%	26%	9%	9%	40%	-4%	3%	15%	?	3
Cc1cc(=O)oc2cc(OCC(=O)N3C[C@H]4C[C@@H](C3)c3cccc(=O)n3C4)ccc12
    1%	-9%	5%	-22%	13%	6%	1%	6%	-3%	-8%	-16
Cc1cc(/C=C2\C(=O)NC(=O)N(Cc3ccco3)C2=O)c(C)n1-c1ccc(O)cc1
    15µM*	?	-12%	7%	-5%	62%	-2%	11%	5%	-10%	2
CCOc1ccc(CN2CCN(C(=O)Cc3ccccc3)CC2)cc1
    -2%	-16%	0%	23%	/	-14%	0%	-3%	2%	6%	27
CC(=O)c1ccc(NC(=O)N2C[C@H]3C[C@@H](C2)c2cccc(=O)n2C3)cc1
    3%	7%	0%	-26%	/	1%	2%	8%	1%	-10%	-7
COc1ccc2c(c1)c(C(=O)O)c(C)n2C(C)C
    7%	-9%	1%	-29%	-1%	-7%	7%	-2%	0%	-3%	-9
